HSP90 inh – blocks HSP90-mediated luciferase refolding in reticulocyte lysate. Rabbit reticulocyte lysate, luciferase refolding luminescence, 3 h. inhibition, % at 5.6 µM. actives 0.91% (n = 290,000). AID 1789;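 active means inhibition above the screen-wide mean plus 3 SD, computed separately per campaign, cut at about 16% in these data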;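 further: 0% = DMSO wells and 100% = 60 µM geldanamycin wells; inhibitors lower the luminescence because luciferase stays unfolded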
GSK3B inh – human GSK3beta kinase inhibition; P49841; GST-GSK3beta kinase, ADP-Glo luminescence, 60 min; active compounds read low; activity score (negative = inhibition), % at 10 µM; actives 0.038% (n = 300,000); AID 2097;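 active means more than half of replicate wells score below -50%, meaning over 50% inhibition versus plate controls; inconclusive means some replicates but at most half score below -50%; inactive means no replicate scores below -50%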;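 further: 0% = median DMSO wells and -100% = median GW8510 positive control wells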
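Test system: GST-tagged human GSK3beta kinase, cell-free; evaluation: activity score scaled between in-plate DMSO and GW8510 controls; measured by: ADP-Glo luminescence; incubation: 60 min reaction, RT; benchmarks: DMSO and 20 µM GW8510; reagent: peptide substrate plus 25 µM ATP (final); medium: Tris/MgCl2 kinase buffer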
HDAC3 inhib – inhibitors of human histone deacetylase 3; O15379; actives 0.15% (n = 320,000); inhibition, % at 8.3 µM; recombinant HDAC3, fluorogenic peptide/trypsin coupled, fluorescence; in the data active means inhibition above about 26%, passing the limit was not always enough; inconclusive means no clear call, values can overlap the other calls
Target sequence (O15379 whole entry, looked up): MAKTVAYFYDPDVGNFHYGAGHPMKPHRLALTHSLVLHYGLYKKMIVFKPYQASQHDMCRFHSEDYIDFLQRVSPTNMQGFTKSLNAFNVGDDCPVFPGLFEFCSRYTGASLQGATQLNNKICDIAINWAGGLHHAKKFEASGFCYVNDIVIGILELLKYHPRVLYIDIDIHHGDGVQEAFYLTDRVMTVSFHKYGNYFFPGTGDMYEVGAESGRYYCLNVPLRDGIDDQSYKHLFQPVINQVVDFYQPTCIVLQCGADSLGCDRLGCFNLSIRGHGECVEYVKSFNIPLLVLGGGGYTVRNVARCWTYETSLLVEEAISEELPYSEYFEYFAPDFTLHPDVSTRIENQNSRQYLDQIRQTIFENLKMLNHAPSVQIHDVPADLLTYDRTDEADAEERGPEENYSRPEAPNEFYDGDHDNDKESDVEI
AI-2 QS mod – modulators of Vibrio harveyi AI-2 quorum sensing system. Vibrio harveyi JMH597 AI-2 luminescence/OD600 ratio, 9 h; active compounds read low; strain lacks LuxN and CqsS sensors; 0 = neutral-control median. activity change, % at 7.5 µM. actives 0.4% (n = 300,000); in the data active means activity change below about -75%, passing the limit was not always enough; inconclusive means no clear call, values can overlap the other calls;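 further: luminescence divided by OD600 gain over 9 h not by final OD600 alone; inactives centre near 13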
Dyrk1A ADPGlo – Dyrk1A (rat) kinase inhibition | Q63470 | ADP-Glo luminescence, NFATc1 peptide | inhibition, % at 12.5 µM | actives 0.43% (n = 310,000); in the data active means inhibition above about 50%;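 further: plate controls were vehicle with enzyme for no effect and no enzyme for full effect; many of its hits are not listed in these tables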
GSK3A inh – blocks human GSK-3 alpha kinase; ADP-Glo luminescence, 60 min; inhibition, % at 10 µM; actives 0.1% (n = 320,000); AID 2650;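 in the data active means inhibition above about 50%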;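 further: GST-tagged GSK-3 alpha with peptide substrate and 25 µM ATP; 0% = DMSO neutral wells and 100% = GW8510 positive control wells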
Target sequence (P49840 whole entry, looked up): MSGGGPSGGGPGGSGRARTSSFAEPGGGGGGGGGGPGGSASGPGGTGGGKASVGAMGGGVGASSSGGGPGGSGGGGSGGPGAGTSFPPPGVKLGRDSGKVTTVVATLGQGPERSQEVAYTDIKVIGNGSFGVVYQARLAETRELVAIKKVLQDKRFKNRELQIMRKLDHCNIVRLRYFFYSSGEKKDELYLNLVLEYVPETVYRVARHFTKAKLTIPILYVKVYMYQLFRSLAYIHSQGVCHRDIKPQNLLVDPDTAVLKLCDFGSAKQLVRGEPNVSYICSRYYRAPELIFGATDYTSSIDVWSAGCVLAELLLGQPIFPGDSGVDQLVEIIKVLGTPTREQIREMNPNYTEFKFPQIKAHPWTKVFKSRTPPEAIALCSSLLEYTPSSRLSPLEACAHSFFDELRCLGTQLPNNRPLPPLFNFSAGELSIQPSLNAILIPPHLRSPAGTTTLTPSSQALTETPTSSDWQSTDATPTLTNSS
PolyA inh – blocks polyadenylation in yeast reporter cells; actives 0.02% (n = 300,000); S. cerevisiae SKY197-pL101 polyadenylation reporter, beta-gal luminescence; efflux-impaired pdr1/pdr3 knockout yeast; score 100 = 6 SD above DMSO; calls only at 12 µM;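 active means lowest replicate activity score at least 50, where 100 means six control SD above control mean; inconclusive means lowest score under 50 but half or more replicates reach 50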;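 further: yeast exposed to compound for 9 h at 30 °C; higher score means more reporter readthrough which indicates perturbed polyadenylation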
HSF1 inhib – HSF1 inhibition; NIH3T3-HGL HSE-luciferase, MG132-induced, luminescence 8 h; active compounds read low; actives 0.77% (n = 300,000); AID 2098; activity change, negative = inhibition, % at 7.5 µM (by protocol);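 active means more than half of replicate wells show activity change below -50%, luminescence cut by over half; inconclusive means some wells, but at most half, below -50%; inactive means no replicate well below -50%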;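 further: luciferase reports HSF-1 transcriptional activity via heat shock element; 0% = median of DMSO wells and -100% = zero luminescence signal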
HSF1 activator – increases HSF-1 driven luciferase reporter signal; activation, % at 9 µM; NIH3T3-HGL HSF-1 luciferase reporter, MG132, 8 h; 100% = twice DMSO control signal; actives 1.7% (n = 300,000); AID 504408;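 active means mean replicate activation of at least 50% with a set share of replicates each reaching 50%; inconclusive means only one of those two conditions met; inactive means mean below 50% and too few replicates reaching it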;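 further: 0% = median of the neutral control wells and 100% = twice that signal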
Platelet DG rel – modulates dense granule release in human platelets. human platelet-rich plasma, SFLLRN dense granule ATP release, luminescence. actives 0.22% (n = 300,000). inhibition, %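 (compounds screened at 7.5 µM in platelet-rich plasma)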;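 active means mean replicate score, as percent of positive control, at or above 50; inconclusive means mean below 50 but at least one replicate at or above 50; inactive means mean and every replicate below 50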
Active calls of the source: *; i = inactive; u = inconclusive; x = no result given; & = joins results of further samples. The list is partial; rates above refer to the full screens.

HSP90 inh,GSK3B inh,HDAC3 inhib,AI-2 QS mod,Dyrk1A ADPGlo,GSK3A inh,PolyA inh,HSF1 inhib,HSF1 activator,Platelet DG rel,SMILES
2,-3,-3,5,2,4,i,7,7,0,CN(CC(O)COc1ccc(S(=O)(=O)N2CCOCC2)cc1)C1CCCCC1 (stereo not given)
1,-3,3,11,8,1,i,-3,1,2,Cc1ccc(S(=O)(=O)NC2CC(C)(C)NC(C)(C)C2)cc1
-1,0,8,37,6,-5,i,-9,-28,0,Cc1ccc(S(=O)(=O)N(CC(O)CN2CCOCC2)c2cc(Cl)ccc2Cl)cc1 (stereo not given)
-5,0,-8,36,0,-3,i,-11,-16,20,Cc1csc(NC(=O)C(F)(F)F)n1
-5,3,-3,2,-2,-3,i,-6,-9,-5,O=C(CCCc1nc2ccccc2s1)NCc1ccc(F)cc1
3,4,2,-5,1,4,i,-2,21,-12,Cc1ccc2c(COC(=O)c3ccc(C)c(C)c3)cc(=O)oc2c1
0,0,-1,54,2,-1,i,-6,3,-2,Cc1cc(C)n(-c2cc(N3CCOCC3)nc(-c3ccccc3)n2)n1
2,1,6,6,-1,-3,i,1,-3,-5,Cc1ccc(OCCCC(=O)Nc2ccccc2C(F)(F)F)cc1
0,-2,1,15,-4,-1,i,7,18,5,O=C1C(Cl)=C(NCC2CCCO2)C(=O)N1c1cccc(Cl)c1Cl (stereo not given)
2,x,0,x,-5,-1,x,x,x,x,CC1CCC2(CC1)NC(=O)N(CC(=O)Nc1nc(-c3ccc(F)cc3)cs1)C2=O (stereo not given)
-1,2,3,3,-1,-1,i,1,4,-1,O=C1CCC(=O)N1OCCOc1ccccc1
1,1,-1,31,x,-1,i,-5,-6,10,O=C(c1ccco1)N1CCN(C(=S)NC2CC3CCC2C3)CC1 (stereo not given)
0,2,4,3,7,-3,i,12,24,-20,CCC(C)NC(=O)C1CCCN(c2nc(C)cc(OC)n2)C1 (stereo not given)
2,0,0,20,-7,-1,i,2,5,2,O=C(CC1C(=O)NCCN1CC1CCCCC1)NCc1cc(F)ccc1F (stereo not given)
x,0,0,18,11,-2,i,-4,-18,11,COc1ccccc1C(CNC(=O)C(C)(C)Oc1ccc(Cl)cc1)N1CCCC1 (stereo not given)
x,0,u,10,x,-3,i,-86*,-87,2,C=C1C(=O)O[C@@H]2C[C@@H](C)[C@@H]3C=CC(=O)[C@@]3(C)[C@@H](OC(C)=O)[C@H]12
-4,-1,x,10,0,x,i,20,27,10,N#Cc1ccc(-c2csc(NC3=NCCCCC3)n2)cc1
2,1,-1,0,3,-4,i,6,19,2,CC(C)C(O)C1CCN(Cc2nc(Cc3ccccc3Cl)no2)CC1 (stereo not given)
2,1,-1,2,-2,0,i,0,27,-11,O=C(CN1CCOCC1)Nc1c(C(=O)C2CC2)oc2ccccc12
2,3,-15,15,5,-3,i,14,-3,-4,Nc1nc(N2CCN(C(=O)c3ccco3)CC2)nc2ccccc12
-2,1,1,-10,-7,3,i,-7,-3,2,CCOC(=O)COc1ccc(Oc2nc(C)cc(OC)n2)nn1
-5,2,-2,20,27,4,i,2,-5,-6,Cc1cccc(-c2nc(Nc3cccc(O)c3)c3ccccc3n2)c1
1,3,2,10,9,-26,i,-7,-31,-7,CCOC(=O)N1CCN(c2ccc(C(C)=O)cc2F)CC1
-2,2,-1,24,6,-1,i,5,11,6,COc1ccc(NC(=O)Nc2ccncc2)c(OC)c1
1,1,9,8,1,x,i,9,-10,-7,COc1ccc(CNC(=O)c2sc(=S)n(-c3ccc(OC)cc3)c2N)cc1

Later entries
HSP90 inh,GSK3B inh,HDAC3 inhib,AI-2 QS mod,Dyrk1A ADPGlo,GSK3A inh,PolyA inh,HSF1 inhib,HSF1 activator,Platelet DG rel,SMILES
5,-5,1,u,0,-3,i,x,x,3,O=c1[nH]c(-c2ccccn2)nc(C(F)(F)F)c1Br
-3,-28,5,-4,-2,4,i,5,0,-5,CC1CN(C(=O)CCc2cc(C(C)(C)C)c(O)c(C(C)(C)C)c2)CC(C)O1 (stereo not given)
-1,2,-5,17,-6,0,i,-1,-6,16,COc1cc(CN(C(=S)NCC(=O)O)C2CCCC2)cc(OC)c1OC
1,0,-4,10,-1,-4,i,5,4,0,O=C(NCc1cccs1)c1ccc(N2CCCC2=O)cc1
-4,2,10,22,8,-3,i,-2,-3,11,O=C(O)c1ccc(COc2ccc3ccccc3c2/C=C2/NC(=O)N(c3ccccc3)C2=O)cc1
-1,-3,4,10,-1,-1,i,10,36,1,CC(=O)N/C(=C\c1cccs1)C(=O)O
0,-1,0,19,x,0,i,0,3,-2,CC(=O)Nc1ccc(/C(C)=N\NC(=O)c2ccc(-c3ccccc3)cc2)cc1
-1,2,12,-8,-4,0,i,13,26,-2,COc1ccc(N2C(=O)/C(=C/c3cccs3)NC2=S)cc1
3,-1,1,31,-1&10,-2,i,-4,-1,3,CCOC(=O)C1=C(C)NC(C)=C(C(=O)OCC)C1C(=O)OC1CCOC1=O (stereo not given)
x,0,x,7,-3,0,i,0,4,7,CCOc1ccc(C(=O)CCC(=O)Nc2cc(C)ccn2)cc1
-1,2,1,10,-1,3,i,-1,1,0,COc1ccc(Cc2noc(CN3CCN(C4CCc5ccccc5C4)CC3)n2)cc1OC (stereo not given)
-2,-18,-1,2,21,-2,i,-3,-2,-2,Cc1ccc(Cl)cc1NC(=O)CN1CCN(C(=O)C2CCCO2)CC1 (stereo not given)
x,2,22,13,7,2,i,-1,-5,-1,CC(C)C[C@H](NC(=O)c1nc[nH]c1C(=O)N1CCN(c2ccccc2)CC1)C(=O)OC(C)(C)C
2,2,-1,13,5,2,i,6,-9,6,CCNC(=O)NC(=O)CSc1nc2ccccc2n1CC(C)C
x,-2,2,7,-1,-1,i,6,1,11,O=[N+]([O-])c1ccc(S(=O)(=O)NCC(c2cccnc2)N2CCc3ccccc3C2)cc1 (stereo not given)
-1,2,2,0,2,-3,i,2,-10,-1,S=C(Nc1ccc(Oc2ccccc2)cc1)N1CCOCC1
1,3,2,6,10,0,i,-13,-22,-12,CCC(=O)NC(=S)Nc1cccc(Cl)c1N1CCCC1
6,2,-3,17,-1,1,i,-10,8,0,COc1ccccc1C1C2C(=O)N(c3ccccc3)C(=O)C2ON1c1ccccc1 (stereo not given)
0,1,x,-2,x,x,i,0,2,-2,Cc1ccc(/C(O)=C2/C(=O)C(=O)N(CCCn3ccnc3)C2c2ccccn2)cc1 (stereo not given)
1,1,-2,19,0,-2,i,8,28,5,O=C(CN1C(=O)C2CCCCC2C1=O)Nc1ccc(S(=O)(=O)Nc2ncccn2)cc1 (stereo not given)
-5,-9,7,18,1,6,i,46,63*,22,C/C(=N\NC(=O)c1csc(C)c1C)c1ccco1
5,2,-14,32,3,0,i,0,2,16,Cc1ccc(-c2cc(C(F)F)n3ncc(C(=O)N4CCN5CCCC5C4)c3n2)cc1 (stereo not given)
2,0,-2,9,-6,-2,i,-11,-31,1,Nc1c(N2CCCCC2)c2ccccc2oc1=O
1,-5,-4,19,-3,0,i,5,10,7,CC(=O)c1ccc(-n2ccnc2)cc1
-1,1,4,-8,0,-2,i,-10,-8,-1,O=S(=O)(NC1=NCCC1)c1ccc(F)cc1

Continuation:
HSP90 inh,GSK3B inh,HDAC3 inhib,AI-2 QS mod,Dyrk1A ADPGlo,GSK3A inh,PolyA inh,HSF1 inhib,HSF1 activator,Platelet DG rel,SMILES
-3,x,6,x,1,1,x,x,x,x,Cc1nn(C)c(C)c1S(=O)(=O)N(CC(=O)NCCN1CCOCC1)c1ccc(C(C)C)cc1
3,-1,-1,0,10,12,i,5,-19,-5,Nc1nc(CSc2ncn[nH]2)nc(Nc2ccc(F)cc2)n1
-4,-2,0,18,x,0,i,-6,10,-11,CCN(CC)CC(=O)NN(Cc1ccccc1)c1ccccc1
1,x,8,x,38,9,i,13,19,6,NC(=O)c1cc(-c2csc(-c3cccnc3)n2)ccc1O
-2,4,-2,32,-5,1,i,-33,-48,4,CCOC(=O)c1sc(NC(=O)C(C)Sc2nnc(N)s2)nc1C (stereo not given)
-2,2,-3,7,-2,-1,i,-3,5,-3,CN1CCN(C(=O)CC2(CC(=O)O)CCCC2)CC1
2,2,-1,8,1,-3,i,5,-6,0,COc1ccc(CCC(=O)NC(C)c2ccccc2)cc1OC (stereo not given)
-1,2,1,7,x,-6,i,27,11,4,COc1ccc(Cl)cc1NC(=O)CSc1nc(-c2ccccc2)cc(=O)[nH]1
7,2,-9,12,9,-3,i,-6,2,-1,COc1ccc(S(=O)(=O)CCc2nc3ccccc3s2)cc1
-3,3,-1,19,3,-3,i,5,-5,0,Cc1cccc(C(CC(=O)O)NC(=O)C(F)(F)F)c1 (stereo not given)
-7,-1,-31,2,-9,-3,i,0,10,4,CCOP(=O)(OCC)c1nc(-c2ccc(C)cc2)oc1NCc1ccccc1
31*,1,2,28,-4,-2,i,1,6,1,COc1ccc(CNC(=O)/C(C#N)=C/c2cccc(OC)c2OC)cc1
3,-72*,4,44,31,70*,i,-16,-28,-1,O=C(CCl)Oc1ccc2occ(C(=O)c3cccs3)c2c1
-3,0,5,4,-2,-1,i,-8,6,-10,Cc1nnc(NC(=O)CCCCCN2C(=O)C3C4C=CC(C4)C3C2=O)s1 (stereo not given)
25*,0,-2,11,4,-2,i,-7,-6,-2,CN1CCN(C(=O)C2=C[C@@H](c3ccc(Br)cc3)C[C@@H](OCc3ccc(CO)cc3)O2)CC1
-3,1,1,16,-5,-4,i,-2,20,-8,Cc1sc2nc(CN3CCOCC3)nc(NS(=O)(=O)c3ccc4c(c3)OCCO4)c2c1C
-1,0,3,32,-5,-3,i,-41,-55,2,O=C(NCc1ccccc1C(F)(F)F)C12CN(Cc3ccccc3)CC1C(c1ccc([N+](=O)[O-])cc1)=NO2 (stereo not given)
x,1,14,21,4,1,i,10,1,-8,O=C(c1ccc(-c2cccc(C(F)(F)F)c2)o1)N1CCCCCCC1
x,-2,-1,3,-1,1,i,8,12,4,CCCN(CCc1ccccc1)C1CCc2c(O)cccc2C1 (stereo not given)
-7,1,2,15,4,5,i,-3,0,4,Cc1cc(C)nc(NC(=O)c2ccc(Br)s2)n1

For reference, part of the list above.
HSP90 inh,GSK3B inh,HDAC3 inhib,AI-2 QS mod,Dyrk1A ADPGlo,GSK3A inh,PolyA inh,HSF1 inhib,HSF1 activator,Platelet DG rel,SMILES
-1,0,3,32,-5,-3,i,-41,-55,2,O=C(NCc1ccccc1C(F)(F)F)C12CN(Cc3ccccc3)CC1C(c1ccc([N+](=O)[O-])cc1)=NO2 (stereo not given)
x,1,14,21,4,1,i,10,1,-8,O=C(c1ccc(-c2cccc(C(F)(F)F)c2)o1)N1CCCCCCC1
x,-2,-1,3,-1,1,i,8,12,4,CCCN(CCc1ccccc1)C1CCc2c(O)cccc2C1 (stereo not given)
-7,1,2,15,4,5,i,-3,0,4,Cc1cc(C)nc(NC(=O)c2ccc(Br)s2)n1
